HTT ATP protect: protects HTT-Q103 PC12 cells, measured by ATP | Potency, µM (top dose mostly 56.4 µM), for the others: cytoprotection (ATP increase), hits mostly activators | 230,000 tested, 0.14% active | PC12 HTT-Q103 induced, cytoprotection, ATP luminescence, 40 h | AID 1471;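 further: potency means the concentration at half of the fitted maximal effect; % of control where 0% means no effect; nearly all actives have a fitted effect of over 45% in size; toxic huntingtin expression switched on by the ecdysone agonist tebufenozide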
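PC12 cells stably carrying ecdysone-inducible Htt exon 1 (Q103)–GFP were induced with 100 nM tebufenozide (final) alongside library compounds in a dose series. Cytoprotection was scored as retained ATP by ATPlite luminescence.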
HttQ103 aggreg: reduces HttQ103-GFP aggregates in PC12 cells. Potency, µM (series often up to 46.1 µM), inactives show at the top dose activity change, negative = inhibition, actives largely listed as inhibitors. PC12 HttQ103-GFP aggregates, Acumen cytometry, 40 h. 220,000 tested, 1.1% active. AID 1688; further: potency means the concentration at half of the fitted maximal effect; on the % scale 0 is the no-effect control and ±100 the full control effect; nearly all actives have a fitted effect of over 60% in size
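Quantitative HTS on tebufenozide-induced (100 nM) PC12 cells stably expressing polyQ103 Huntingtin exon 1–GFP. Reduction of bright GFP aggregates, detected by laser scanning cytometry after lysis, identified actives across the titration.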
Lamin A splicing: changes lamin A minigene splicing in HeLa cells | HeLa LMNA splicing GFP/RFP minigene ratio, 48 h | AID 1487 | Potency, µM (doses to about 46.1 µM), without a hit: at the highest dose ratio change, negative = inhibition, most hits filed as inhibitors | 200,000 tested, 0.01% active; active means well fitted inhibition curve with a large enough effect in the signal ratio, with a control signal flat, not every such curve was filed as active; inconclusive means small, poorly fitted or top-dose-only effect, or effect the other way, or a change in a side signal; the % refers to the signal ratio; further: potency means the concentration at half of the fitted maximal effect; on the % scale 0 is the no-effect control and ±100 the full control effect
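S3 HeLa stable clones carrying a lamin A-EGFP splicing minigene plus DsRed2 were seeded at 600 cells/well in Opti-MEM with 2% FBS, pin-dosed and incubated 48 h at 37°C. Acumen cytometry (488 nm) gave the GFP/RFP total-intensity ratio.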
GAA spleen mod: inhibitors or activators of human alpha-glucosidase in spleen homogenate. Potency, µM (series often up to 79.9 µM), for inactives: at the top dose activity change, negative = inhibition, actives largely listed as inhibitors. AID 2112. human spleen homogenate, 4-MU-alpha-glucoside fluorescence. 240,000 tested, 0.006% active. P10253;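 further: potency means the concentration at half of the fitted maximal effect; 0% = enzyme with vehicle and -100% = no enzyme basal signal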
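Human spleen homogenate (1 ug) with 4-methylumbelliferyl-alpha-D-glucopyranoside (1 mM final) in 50 mM citrate/phosphate pH 5.0, 0.01% Tween-20; 40 min at 37 C. Stopped at pH 10; 4-MU fluorescence Ex 365/Em 440 nm; AC50 by Hill fit.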
GAA glycogen: GAA glycogen-cleavage inhibition or activation. P10253. recombinant GAA, glycogen substrate, Amplex Red glucose oxidase fluorescence. Potency, µM (doses to about 76.4 µM), inactives show at the top dose activity change, negative = inhibition, actives largely listed as inhibitors. 300,000 tested, 0.38% active;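 further: potency means the concentration at half of the fitted maximal effect; 0% = full enzyme reaction and -100% = no-enzyme basal signal; the screen sought inhibitors and activators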
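Recombinant human alpha-glucosidase (4 nM final) hydrolysed bovine liver glycogen (30 ug) for 40 min at 37 C in pH 5.0 citrate/phosphate with 0.01% Tween-20. Released glucose detected by glucose oxidase/Amplex Red, Ex 573/Em 610 nm. Compounds up to 77 uM; AC50 from Hill fits.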
CBFb-RUNX1 inh: blocks binding between human CBF-beta and RUNX1. Q01196+Q13951. AlphaScreen CBFb-His/RUNX1-biotin binding, biochemical. Potency, µM (top dose mostly 59.8 µM), for inactives: at the highest dose activity, negative = inhibition, actives largely listed as inhibitors. 230,000 tested, under 10 active. AID 1477; further: % of control where 0% means no effect
Target sequence (Q01196 whole entry, looked up): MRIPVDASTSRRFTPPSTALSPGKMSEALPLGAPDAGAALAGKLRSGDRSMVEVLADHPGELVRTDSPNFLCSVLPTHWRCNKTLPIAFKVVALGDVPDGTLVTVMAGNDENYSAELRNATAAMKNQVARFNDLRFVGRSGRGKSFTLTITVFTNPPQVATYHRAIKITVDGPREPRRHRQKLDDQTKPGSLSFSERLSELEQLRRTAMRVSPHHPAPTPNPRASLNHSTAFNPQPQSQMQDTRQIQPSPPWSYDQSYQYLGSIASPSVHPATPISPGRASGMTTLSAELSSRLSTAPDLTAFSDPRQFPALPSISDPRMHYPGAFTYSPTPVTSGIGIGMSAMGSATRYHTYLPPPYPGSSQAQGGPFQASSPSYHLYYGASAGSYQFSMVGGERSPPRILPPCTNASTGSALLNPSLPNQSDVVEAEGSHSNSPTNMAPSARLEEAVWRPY
Target sequence (Q13951 whole entry, looked up): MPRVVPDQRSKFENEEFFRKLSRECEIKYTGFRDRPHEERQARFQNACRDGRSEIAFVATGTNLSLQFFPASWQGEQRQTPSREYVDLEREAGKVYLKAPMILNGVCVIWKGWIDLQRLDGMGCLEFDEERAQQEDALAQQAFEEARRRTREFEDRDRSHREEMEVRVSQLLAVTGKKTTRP
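CBFb-His/RUNX1-biotin, 30 nM each, preincubated 20 min RT; compound 15 min RT; Ni + streptavidin beads 50 ng each, 90 min RT; AlphaScreen read.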
GAA inh: alpha-glucosidase (human) inhibition | Potency, µM (highest dose often 76.9 µM), for the others: at the top dose activity change, negative = inhibition, actives largely listed as inhibitors | purified human GAA, 4-MU-alpha-glucoside fluorescence | P10253 | 200,000 tested, 0.005% active;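 further: potency means the concentration at half of the fitted maximal effect; plate controls were uninhibited enzyme wells for no effect and no-enzyme background for full effect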
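AC50 values come from Hill fits of compound titrations (up to 77 uM) against 4 nM human enzyme. Substrate 4-methylumbelliferyl-alpha-D-pyranoside at 400 uM, pH 5.0 citrate buffer, 20 min room temperature; fluorescence Ex 365/Em 440 after alkaline stop.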
Starred values were filed as active, the others as inactive; ? = inconclusive; nt = not tested or not shown; [ ] = remark or other dose. Unless noted, the call rests on the fitted dose curve; in most records, active means well fitted curve in the direction sought with a large enough effect; inconclusive means small, poorly fitted or top-dose-only effect, or another doubt; inactive means no such curve, though single readings can be large; an effect the other way counts as inactive or inconclusive.

Keys – A = HTT ATP protect; B = HttQ103 aggreg; C = Lamin A splicing; D = GAA spleen mod; E = GAA glycogen; F = CBFb-RUNX1 inh; G = GAA inh
O=C1CC(NCc2ccccc2)C(=O)N1c1ccc(F)cc1 (stereo not drawn)
  A: -19%	B: 22%[9.22 µM]	C: 16%[46 µM]	D: -2%	E: 8%	F: -5%	G: 7%

CCCNC(=O)c1cc(S(=O)(=O)N2CCc3ccccc32)ccc1F
  A: -6%[10 µM]	B: -25%	C: ?	D: 0%	E: -6%	F: 1%	G: 1%

CC(C)CC(c1nnnn1Cc1ccccc1)N1CCN(C(=O)c2ccco2)CC1 (stereo not drawn)
  A: -3%[10 µM]	B: -2%	C: 1%	D: -10%	E: 2%	F: 4%	G: -5%

O=C(NCCCn1cccn1)c1cc(COc2ccc(F)cc2Cl)on1
  A: -16%[10 µM]	B: 5%[9.22 µM]	C: nt	D: 1%	E: -7%	F: 6%	G: nt

Cc1nc(-c2cccc(NC(=O)c3cccs3)c2)cs1
  A: 0%[10 µM]	B: -1%	C: -11%	D: 1%	E: -14%	F: -9%	G: -8%

CN(C)c1oc(COc2ccc(F)cc2)nc1C#N
  A: -28%[0.074 µM]	B: 6%	C: 6%	D: 4%	E: -1%	F: 2%	G: 4%

NS(=O)(=O)c1cccc(NC(=O)COC(=O)c2cc(Cl)ccc2[N+](=O)[O-])c1
  A: 6%[10 µM]	B: 0%[9.22 µM]	C: nt	D: 6%	E: 3%	F: 2%	G: nt

Cc1cnc(CNc2ncncc2-c2cccnc2)cn1
  A: 10%	B: nt	C: -2%	D: 10%	E: nt	F: nt	G: nt

CCCC(=O)N1CC2(CCC)CN(C(=O)CCC)CC(CCC)(C1)C2=O
  A: 19%[10 µM]	B: 2%	C: -16%	D: 0%	E: 3%	F: 11%	G: 5%

CCOc1ccc(NC(=O)Cn2sc3nc(C)cc(C)c3c2=O)cc1
  A: -9%[10 µM]	B: -9%[9.22 µM]	C: nt	D: -1%	E: 3%	F: 3%	G: nt

Cc1c(C=O)c(=O)n(-c2ccccc2)n1C
  A: -16%	B: 6%	C: nt	D: 6%	E: 2%	F: 1%	G: 2%

CCOC(=O)NN1C(=O)c2ccccc2NC1c1ccc(OC)cc1 (stereo not drawn)
  A: 3%[10 µM]	B: -10%	C: -11%	D: -1%	E: 4%	F: 1%	G: 9%

CCOC(=O)Cc1ccc(NC(=O)c2ccccc2Br)cc1
  A: 0%	B: 12%	C: nt	D: -8%	E: 17%	F: 4%	G: ?

O=C1SC(SCc2ccccc2Cl)=N/C1=C\c1ccc(C(=O)O)cc1
  A: -31%[inhibitor]	B: 11%	C: -15%[46 µM]	D: 2%	E: -16%	F: 4%	G: 4%

CC(CCc1ccc(O)cc1)N(C)CCc1ccccc1 (stereo not drawn)
  A: 5%	B: -1%	C: 3%	D: -7%	E: 8%	F: 5%	G: -8%

COc1ccc(Cl)cc1NC(=O)CSc1nnc(Cc2cccn2C)n1-c1ccc(F)cc1
  A: -5%	B: -7%	C: ?	D: -12%	E: -10%	F: -17%	G: -3%

O=C(NCC(=O)N(c1cccc(F)c1)C(C(=O)NC1CCCC1)c1ccco1)c1ccco1 (stereo not drawn)
  A: 9%	B: 20%	C: -8%[46 µM]	D: 0%	E: -3%	F: 0%	G: 3%

Clc1ccc(OCCN2CCOCC2)cc1Cl
  A: 3%	B: -12%	C: 6%	D: -28%	E: 7%	F: -5%	G: -1%

COc1ccc(OCC(O)Cn2c(Nc3cccc(C)c3)nc3c2c(=O)n(C)c(=O)n3C)cc1 (stereo not drawn)
  A: nt	B: -13%	C: ?	D: 2%	E: -9%	F: -1%	G: 0%

CCOC(=O)c1cnn(-c2ccccc2)c1-n1cccc1C(=O)C(=O)Nc1ccccc1
  A: -7%	B: -2%	C: ?	D: 2%	E: -6%	F: -10%	G: -8%

O=C(OC1CCS(=O)(=O)c2sccc21)c1ccccc1 (stereo not drawn)
  A: 17%	B: -14%	C: ?	D: -14%	E: -5%	F: 0%	G: -4%

NC1=NC(=O)C(CC(=O)NCc2ccccc2)S1 (stereo not drawn)
  A: 18%	B: 0%	C: 6%[46 µM]	D: -2%	E: 9%	F: -4%	G: 9%

CN1CCN(C(c2ccccn2)c2cc(Cl)c3cccnc3c2O)CC1 (stereo not drawn)
  A: -124%[inhibitor]	B: ?	C: ?	D: -12%	E: 4%	F: ?	G: 2%

CCOC(=O)c1cc(C)sc1NC(=O)c1ccc(Cl)s1
  A: -14%	B: 15%	C: -5%	D: 0%	E: -12%	F: 6%	G: 0%

O=C(CS(=O)(=O)Cc1ccccc1)Nc1nc2ccccc2s1
  A: -4%	B: -5%	C: -5%	D: 2%	E: -9%	F: 0%	G: 3%

COC(=O)NNC(=O)c1ccc(C(C)(C)C)cc1
  A: nt	B: 2%	C: 7%	D: 6%	E: 7%	F: -20%	G: 2%

Cc1cc(SC#N)cc(C)c1NC(=O)CCl
  A: -31%[10 µM]	B: 0%	C: ?	D: -1%	E: 12%	F: 7%	G: -2%

Cc1oc(/C=N/NC(=O)CC2(C)OCCO2)cc1Br
  A: 21%[10 µM]	B: 28%	C: 8%	D: -2%	E: 4%	F: 7%	G: -10%

O=C(c1ccc(Cl)c([N+](=O)[O-])c1)N(Cc1cccc(Cl)c1)C1CCS(=O)(=O)C1 (stereo not drawn)
  A: 0%[1.9 µM]	B: 8%	C: -13%	D: -6%	E: 1%	F: -1%	G: -3%

O=C1c2cnc3nc(SCc4cccc(Cl)c4)nn3c2CC2c3ccccc3CCN12 (stereo not drawn)
  A: ?	B: 8%	C: 0%	D: -2%	E: 4%	F: 3%	G: -1%

N#CCCn1cc(/C=N/O)c(-c2cccc([N+](=O)[O-])c2)n1
  A: 15%	B: 4%	C: -8%[9.22 µM]	D: 1%	E: 4%	F: 0%	G: 3%

Cc1cccc(Cn2nc(C(C)(C)C)cc2C(=O)Nc2ccc(F)cc2)c1
  A: 30%[10 µM]	B: 9%[9.22 µM]	C: nt	D: -2%	E: -7%	F: 19%	G: nt

COc1ccc(-c2cc(=O)[nH][nH]2)cc1OC
  A: -8%	B: 10%	C: 10%	D: -12%	E: -30%	F: 0%	G: 2%

Cc1cc(NC(=O)CCCN2C(=O)c3cccnc3C2=O)no1
  A: -1%[10 µM]	B: -1%	C: -4%	D: -4%	E: 7%	F: 12%	G: 2%

O=C(N/N=C/c1ccc(Br)s1)c1ccc([N+](=O)[O-])cc1
  A: -48%[inhibitor]	B: -20%	C: ?	D: -8%	E: -1%	F: 21%	G: 9%

CCc1ccc2[nH]c(=O)c(C(c3nnnn3CCOC)N3CCN(c4ccccc4)CC3)cc2c1 (stereo not drawn)
  A: 2%[10 µM]	B: 13%	C: -8%	D: 3%	E: -3%	F: -15%	G: -11%

Cn1ncc2c(Sc3ccc(Cl)cc3)ncnc21
  A: -4%[10 µM]	B: -25%[9.22 µM]	C: nt	D: -7%	E: -2%	F: -6%	G: nt

Cc1cccc(OCCNC(=O)c2cc(-n3cnnc3)ccc2Cl)c1
  A: -23%	B: -2%	C: 1%	D: -6%	E: 7%	F: -2%	G: -6%

O=C1C(Cl)=C(N2CCCCC2)C(=O)N1Cc1ccccc1
  A: -14%[10 µM]	B: 12%	C: ?	D: -4%	E: 2%	F: -5%	G: 1%

O=C(COc1cccc2ccccc12)NNC(=O)Nc1ccccc1
  A: -24%	B: 13%	C: ?	D: -4%	E: 3%	F: 0%	G: ?

CSC(N)=NCCC[C@H](N)C(=O)O
  A: nt	B: nt	C: -18%	D: -1%	E: nt	F: 12%	G: nt

COc1ccc(C2C(C(=O)N3CCN(C)CC3)c3cc(OC)c(OC)cc3C(=O)N2C)cc1 (stereo not drawn)
  A: -18%	B: -7%	C: ?	D: 0%	E: 4%	F: 8%	G: -2%

CCc1sc(N(C(=O)Cc2ccccc2)c2ccccc2)nc1-c1ccccc1
  A: -17%	B: 4%	C: -3%	D: -3%	E: 3%	F: 8%	G: -3%

CC1CC1C(=O)OCc1cc(=O)n2cc(Br)ccc2n1 (stereo not drawn)
  A: -28%[0.074 µM]	B: -8%	C: 9%	D: -1%	E: 7%	F: -3%	G: ?

Cc1ccc(/C=N/NC(=O)CSCc2ccc(Cl)cc2)cc1
  A: -8%	B: -20%	C: ?	D: -1%	E: -13%	F: -1%	G: -17%

O=C(Nc1nccs1)C1(c2ccc(Cl)cc2)CC1
  A: -23%	B: -12%	C: ?	D: -3%	E: 3%	F: -2%	G: 5%

O=C(NC(C(=O)c1ccccc1)n1ccc(=O)[nH]c1=O)c1ccccc1 (stereo not drawn)
  A: -15%[10 µM]	B: 25%	C: 14%	D: -8%	E: -15%	F: 12%	G: 1%

COc1ccc(N/C(N)=N/c2nc(CSc3ccc(Cl)cc3)cc(=O)[nH]2)cc1
  A: -7%	B: -4%	C: 3%	D: -6%	E: -2%	F: 1%	G: -10%

O=C(CN1CCCCCCC1)Nc1cccc(Cl)c1Cl
  A: 7%	B: -2%	C: 1%[46 µM]	D: 5%	E: 3%	F: 12%	G: -3%

CCOP(=O)(c1c(F)c(F)c(F)c(F)c1F)C(O)c1ccccc1 (stereo not drawn)
  A: -13%[0.074 µM]	B: 14%	C: -9%	D: -4%	E: 4%	F: -4%	G: 5%

CCC1=NN(C(=O)COc2ccccc2)C(O)(c2ccc(Br)cc2)C1 (stereo not drawn)
  A: -1%[10 µM]	B: 8%[9.22 µM]	C: nt	D: 1%	E: -27%	F: 7%	G: 14%

Filtered by structure: the entries above with a cyano group
Keys – A = HTT ATP protect; B = HttQ103 aggreg; C = Lamin A splicing; D = GAA spleen mod; E = GAA glycogen; F = CBFb-RUNX1 inh; G = GAA inh
CN(C)c1oc(COc2ccc(F)cc2)nc1C#N
  A: -28%[0.074 µM]	B: 6%	C: 6%	D: 4%	E: -1%	F: 2%	G: 4%

Cc1cc(SC#N)cc(C)c1NC(=O)CCl
  A: -31%[10 µM]	B: 0%	C: ?	D: -1%	E: 12%	F: 7%	G: -2%

N#CCCn1cc(/C=N/O)c(-c2cccc([N+](=O)[O-])c2)n1
  A: 15%	B: 4%	C: -8%[9.22 µM]	D: 1%	E: 4%	F: 0%	G: 3%
